# Screens from PubChem BioAssay.
# GAA850 FXN act: activators of GAA850 frataxin (FXN) promoter. activation, % at 6 µM. 360,000 tested, 0.56% active. HEK293 lucGAA850 FXN promoter luciferase reporter, 24 h; percent of 10 µM SAHA response. AID 540364;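 active = activation above the average of all compounds screened plus 3 SD, cutoff fixed separately per campaign, cut at about 7.5% in these data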;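 also: 0% = DMSO wells and 100% = 10 µM SAHA wells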
# HGIII-sPLA2 inh: Inhibits HGIII-sPLA2 liposome hydrolysis, primary screen; Q9NZ20; QFRET BODIPY PC-A2 liposome hydrolysis, fluorescence; inhibition, % at 12.2 µM; 370,000 tested, 0.56% active; AID 743126;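 active = inhibition above mean plus 3 SD of compounds lying within the high and low control bounds, cut at about 19% in these data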;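 also: 0% = median of test compound wells and 100% = no enzyme DMSO wells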
# hgDAF12 agonist: hgDAF-12 agonism, primary luciferase screen; HEK293 GAL4-hgDAF12 UAS-luciferase reporter, agonist luminescence; normalized to butyrate control; 370,000 tested, 1.8% active; activation, % at 6.8 µM; AID 687014;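 active = activation above a cutoff set at the mean of all screened compounds plus 3 SD, cut at about 10% in these data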;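 also: 0% = DMSO wells and 100% = sodium butyrate wells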
# DAX1 inh-1: inhibitors of DAX1 repression of SF-1 activated StAR promoter | AID 652010 | inhibition, % at 6.8 µM | 370,000 tested, 1.1% active | HEK293T StAR-luciferase reporter, SF-1/DAX-1 repression relief;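 active = inhibition above the mean over all tested compounds plus 3 SD, cut at about 3.6% in these data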;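 also: 0% = DAX-1 cells with DMSO and 100% = cells lacking DAX-1 with DMSO; higher inhibition means more luminescence from relief of DAX-1 repression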
# NPR2 activator: GC-B (human) receptor activation; HEK293-GC-B cells, CNP EC30, cGMP TR-FRET; 0% at EC30 CNP, 100% saturating CNP; activation, % at 10 µM; 370,000 tested, 0.11% active; P20594;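 active = activation at 10 µM reaching about 35% in either raw or pattern-adjusted values, limit read from the data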
# Target sequence (P20594 whole entry, looked up): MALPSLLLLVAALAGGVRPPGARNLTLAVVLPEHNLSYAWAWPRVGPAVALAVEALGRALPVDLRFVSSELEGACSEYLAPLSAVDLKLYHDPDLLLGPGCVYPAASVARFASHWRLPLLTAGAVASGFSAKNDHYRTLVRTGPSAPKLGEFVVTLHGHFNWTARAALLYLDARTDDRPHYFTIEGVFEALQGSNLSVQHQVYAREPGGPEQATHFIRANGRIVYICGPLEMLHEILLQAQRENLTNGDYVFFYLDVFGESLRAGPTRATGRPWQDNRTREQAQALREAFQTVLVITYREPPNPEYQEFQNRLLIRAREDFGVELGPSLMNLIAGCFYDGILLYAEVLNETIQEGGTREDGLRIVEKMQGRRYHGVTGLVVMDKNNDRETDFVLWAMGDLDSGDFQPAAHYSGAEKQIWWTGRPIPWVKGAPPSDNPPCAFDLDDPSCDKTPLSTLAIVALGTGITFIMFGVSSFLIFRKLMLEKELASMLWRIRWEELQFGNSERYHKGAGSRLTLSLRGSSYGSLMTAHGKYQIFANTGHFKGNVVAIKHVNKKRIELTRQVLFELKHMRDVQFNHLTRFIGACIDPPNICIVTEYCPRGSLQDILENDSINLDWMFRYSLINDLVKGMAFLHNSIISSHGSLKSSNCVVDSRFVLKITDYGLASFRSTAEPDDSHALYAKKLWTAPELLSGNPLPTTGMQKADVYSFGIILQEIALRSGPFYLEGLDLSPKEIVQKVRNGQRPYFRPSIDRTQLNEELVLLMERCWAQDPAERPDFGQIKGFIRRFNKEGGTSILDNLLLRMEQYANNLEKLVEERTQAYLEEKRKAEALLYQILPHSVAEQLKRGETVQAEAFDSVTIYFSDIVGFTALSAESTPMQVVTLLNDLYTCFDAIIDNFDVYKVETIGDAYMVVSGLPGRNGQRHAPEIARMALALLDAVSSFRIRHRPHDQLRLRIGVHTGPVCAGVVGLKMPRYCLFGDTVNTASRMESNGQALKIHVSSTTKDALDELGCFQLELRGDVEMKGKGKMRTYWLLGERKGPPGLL
# KLK7 zymogen act: proKLK7 (human) activation, primary screen; P49862; purified proKLK7, EDANS-DABCYL substrate fluorescence; 100% is mature enzyme control, 0% vehicle; activation, % at 7 µM; 370,000 tested, 0.9% active;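 active = activation above the mean of all tested compounds plus 3 SD, computed per campaign excluding outliers beyond control limits, cut at about 13% in these data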
# SMARCA2 activ: SMARCA2 function activation, primary screen | MG213 cells, MMTV-luciferase reporter, dexamethasone, overnight | activation, % at 9.1 µM | 370,000 tested, 1% active | AID 652017; in the data active = activation above about 7.8%;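 also: 0% = vehicle wells and 100% = reference activator wells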
# DAX1 inh-2: NR0B1 (DAX1) inhibition. AID 504766. 340,000 tested, 0.99% active. HEK293 Gal4-DAX1 luciferase reporter, luminescence. P51843. inhibition, % at 6.75 µM;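 active = inhibition above the mean over all tested compounds plus 3 SD, cut at about 4.2% in these data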;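 also: 0% = DAX1-transfected cells with DMSO and 100% = empty-vector control cells with DMSO; inhibition shows as a rise in luminescence from relieved DAX1 repression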
# GC-A act: GC-A (human) enzyme activation; 370,000 tested, 0.14% active; P16066; HEK293 GC-A cells, cGMP TR-FRET, EC30 ANP; 0% at EC30 ANP, 100% saturating ANP; activation, % at 10 µM; AID 1671463; in the data active = activation above about 40%
# hcDAF12 agonist: activates DAF-12 receptor from parasite H. contortus | HEK293 hcDAF-12 lit1-tk-luc reporter, luminescence; 0% DMSO, 100% Δ7-dafachronic acid | activation, % at 6.8 µM | 370,000 tested, 1.4% active | AID 652067;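 active = activation above the mean of all tested compounds plus 3 SD, cut at about 5.5% in these data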;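 also: 100% = response to 3 µM Δ7-dafachronic acid high control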
# ssDAF-12 act: activators of S. stercoralis DAF-12 nuclear receptor | HEK293 ssDAF-12/GRIP1 lit1-tk-luc reporter, luminescence; % of 3 µM dafachronic acid response | 370,000 tested, 1% active | activation, % at 6.8 µM;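 active = activation above the mean over all tested compounds plus 3 SD, cut at about 0.9% in these data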;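 also: 0% = DMSO-only wells and 100% = 3 µM delta7-dafachronic acid wells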
# Starred values were filed as active, the others as inactive; . = not tested or not shown.
SMILES,GAA850 FXN act,HGIII-sPLA2 inh,hgDAF12 agonist,DAX1 inh-1,NPR2 activator,KLK7 zymogen act,SMARCA2 activ,DAX1 inh-2,GC-A act,hcDAF12 agonist,ssDAF-12 act
COc1ccc2nc(N3C(=O)CC(Cc4cc(C)cc(C)c4)C3=O)sc2c1 (stereo unspecified),-0.6,-20.4,1.7,0.9,0.1,-0.3,0.8,0.8,-3.1,-2.2,-0.9
COc1ccc(CC(=O)N2CCN(c3ccccc3OC)CC2)cc1OC,1.2,-5.7,-0.8,-0.3,-6.0,0.8,1.3,0.7,0.5,-0.9,-1.0
O=C(COc1ccc(F)cc1Br)N1CCc2ccccc21,4.5,4.9,10.7*,3.0,-0.1,0.2,11.5*,1.9,5.1,1.2,0.1
Cn1cc(S(=O)(=O)Nc2ccc(Cl)cc2Cl)c(=O)n(C)c1=O,1.4,0.8,-3.8,0.9,-0.5,-0.2,-0.4,-0.2,2.6,-1.2,-0.2
CN1C/C(=N\S(=O)(=O)c2ccccc2)N(C)C1=O,1.3,4.4,-3.0,-0.4,-2.9,0.2,-2.8,-1.2,4.5,0.9,-1.4
CC1=NN(c2ccc([N+](=O)[O-])cc2)C(c2ccccc2)C1 (stereo unspecified),2.7,-6.0,-4.6,-0.9,-8.1,0.1,-3.6,0.3,-11.9,-1.4,-2.0
COc1ccc2c(c1)[C@H]1[C@H](CO2)[C@H](c2ccccc2)[C@]2(C)C(=O)Nc3cc(F)c(F)cc3C(=O)N12,-4.4,-3.4,3.2,1.2,-7.2,-0.4,2.2,-0.5,-8.8,0.3,-0.9
CN(C)c1ccc(P(=O)(CC(=O)N/N=C/c2ccc(C#N)cc2)OCCCl)cc1 (stereo unspecified),3.5,-6.1,-1.0,-0.8,0.4,0.0,-3.1,-0.4,-1.5,-0.1,-2.2
C=CCn1c(SCC(=O)c2ccc(O)c(O)c2)nnc1-c1ccc(C)cc1,3.5,-13.3,-1.9,0.2,-0.7,0.0,0.5,-0.9,-3.7,-0.1,-1.1
COC(=O)Cc1c(O)ccn(Cc2ccc(F)cc2)c1=O,0.9,6.4,-0.5,0.0,-5.5,0.4,2.4,0.2,0.3,2.3,-1.3
COc1ccc(Cl)cc1C(=O)N1CCN=C1SC,0.7,4.0,1.2,0.9,-2.4,0.2,-0.1,0.9,-2.9,0.4,-1.6
C=C(CN(C)C)C(=O)c1ccc(OC2OC(COC(C)=O)C(OC(C)=O)C(OC(C)=O)C2OC(C)=O)cc1 (stereo unspecified),7.4,-6.6,-1.1,-3.4,19.9,-0.3,7.2,0.0,27.1,0.1,-1.6
COc1ccc(C2=NOC(Cn3nc(C(=O)NCC4CC4)cc3-c3ccccc3)C2)cc1 (stereo unspecified),0.5,-8.7,-5.3,-0.7,-0.9,-0.2,-0.7,-1.7,-5.0,-3.7,-1.6
Cn1cccc1Cc1nnc(SCC(N)=O)n1CCc1ccccc1,-1.8,-3.0,-1.7,0.6,-2.4,1.2,2.2,0.2,1.4,2.6,-0.8
Cc1c(NC(=S)NC(=O)c2cc3ccccc3o2)c(=O)n(-c2ccccc2)n1C,3.5,7.8,1.6,-0.7,-1.7,-0.5,-1.7,-0.5,2.8,2.7,-0.1
C#CCOCCOCCOCCNc1nc(N2CCOCC2)nc(N2CCN(C(=O)[C@H](Cc3ccc(O)cc3)n3cc([C@@H](N)C(C)CC)nn3)CC2)n1 (stereo partly specified),0.8,-3.8,0.0,0.6,0.8,0.4,0.7,0.6,3.9,-0.4,-1.2
Cc1ccc2[nH]c(=O)c(CN(C(=O)c3cccs3)c3ccccc3)cc2c1,-0.5,-7.6,2.5,-0.2,-12.5,0.2,-0.9,1.0,-21.5,-3.1,-1.3
COc1cccc(CC(=O)NNC(=O)CN(C)S(=O)(=O)c2ccc(C)cc2)c1,-1.1,-9.5,-0.4,0.0,1.8,-0.2,-0.1,0.4,3.1,-1.1,-1.0
O=[N+]([O-])c1ccc(Sc2cccc3cccnc23)c([N+](=O)[O-])c1,21.9*,-0.3,-5.0,-3.1,7.7,-0.2,-10.8,-1.3,10.6,-2.0,-0.6
O=C(CNCc1ccccc1)Nc1ccc(Cl)cc1,2.9,-2.3,8.9,-0.3,-3.1,0.5,3.3,2.6,-5.7,-1.5,-0.6
CCc1nnc(NC(=O)CN2CCN(Cc3cccc(OC)c3)CC2)s1,1.7,-1.2,2.5,0.1,3.7,-0.8,-1.1,1.2,-2.3,0.3,-1.3
COc1ccc(S(=O)(=O)N2CCCC2C(=O)n2nc(C)cc2C)cc1 (stereo unspecified),1.5,-0.4,-2.0,0.1,3.0,0.0,0.3,-2.0,0.0,-1.2,-1.8
CC1CCCCC12NC(=O)N(CC(=O)N1CCc3ccccc31)C2=O (stereo unspecified),1.6,14.7,1.5,-0.6,1.1,-0.9,0.0,0.3,0.1,5.8*,0.8
CCOC(=O)c1nc2ccccc2c(C)c1C,-0.7,6.3,2.0,-0.2,2.3,0.0,-1.9,-0.1,1.5,0.1,-1.6
O=C(C[n+]1ccc(-c2ccccc2)cc1)Nc1ccc([N+](=O)[O-])cc1,1.8,-34.6,1.1,-0.1,-5.8,0.6,1.9,0.0,8.6,0.2,-0.4
CC1(C(=O)NC2CCCCC2)CCC(=O)N1Cc1ccc2c(c1)OCO2 (stereo unspecified),0.9,10.7,-1.8,0.1,2.0,0.3,0.4,-0.3,-0.3,-0.6,-1.4
COc1ccc(NS(=O)(=O)c2cc(NC(=O)c3ccccc3F)ccc2N2CCCC2)cc1,-1.7,-19.0,-0.6,-0.5,0.6,-0.1,-1.8,1.4,-7.7,-0.4,-2.1
COc1ccc(NC(=O)COc2cccc3c2CCN(C)C3=O)c(OC)c1,-1.1,0.5,-1.0,-5.1,-2.1,0.3,-1.6,-0.7,-2.2,4.7,-1.2
O=C(NCCc1ccccn1)c1cc(C(=O)C2CCCCC2)c[nH]1,0.0,-1.8,1.9,0.0,-1.6,0.8,-2.1,1.3,-0.2,-0.6,-1.1
COc1ccccc1CN1CC(C(=O)NCCc2ccc(C)o2)CCC1=O (stereo unspecified),2.0,-7.0,1.4,0.8,1.4,0.0,-0.6,0.4,5.9,0.6,-0.4
Cc1ccc(CS(=O)(=O)c2ccc(C(=O)N3CCN(c4ccccn4)CC3)cc2[N+](=O)[O-])cc1,-4.1,-5.0,0.3,-1.2,1.6,0.0,-2.6,0.0,-1.8,-0.3,-1.5
CCCCn1c(N)c(N(CCC(C)C)C(=O)C2=NN(c3cc(C)ccc3C)C(=O)CC2)c(=O)[nH]c1=O,0.3,3.3,-0.1,1.4,1.2,0.0,-4.0,0.0,-0.8,-0.7,-0.6
COc1cccc2sc3ccc(NCc4ccc5c(c4)OCO5)cc3c(=O)c12,2.6,5.4,1.6,-0.2,-4.4,0.8,2.5,0.3,-3.8,0.0,-0.8
CCOC(=O)CCCSc1nc2sc(C)c(C)c2c(=O)[nH]1,1.4,-3.6,-0.7,-0.7,-0.5,0.4,-2.5,0.1,-1.6,0.8,-1.2
CC(Sc1cccc(C(F)(F)F)c1)C(=O)NC(N)=O (stereo unspecified),0.5,1.8,-1.9,0.0,7.7,-0.1,-0.6,-0.2,6.8,-1.2,-1.1
Oc1ccc(-c2csc(Nc3cccc4ccccc34)n2)cc1O,3.1,21.2*,3.6,-0.1,-0.9,3.4,-1.3,2.1,-2.0,1.4,2.1*
CCOc1ccc(NC(=O)CN2CCCN(c3ccc(OC)cc3)CC2)cc1,.,8.7,-1.2,-1.5,-1.6,0.5,-2.6,.,-1.2,-2.6,-1.1
CN1C(=O)CON=C1c1cccc2ccccc12,0.5,14.0,-1.4,0.6,0.6,0.2,-0.3,.,0.3,-1.2,-0.6
C=CCN(c1ccccc1OC)S(=O)(=O)c1cccc(C(=O)NCc2ccco2)c1,0.5,2.2,-0.8,1.2,-0.3,0.5,-2.7,-1.1,3.6,-2.6,-1.3
COc1ccc(C(=O)N(c2ccccc2)c2nccc3ccccc23)cc1OC,0.6,0.3,-0.4,0.7,-7.0,-0.1,-0.4,0.6,-11.5,0.2,-0.9
O=C1c2ccccc2C(=O)N1C(CO)C(O)c1ccc([N+](=O)[O-])cc1 (stereo unspecified),-0.5,-0.5,3.2,-0.5,-1.0,-0.1,-2.0,0.4,1.6,-0.5,-0.3
COC(=O)c1ccc(C(=O)N2CCCC(C)(C(=O)NS(=O)(=O)C3CC3)C2)cc1 (stereo unspecified),-0.2,-2.2,-0.1,-0.6,1.2,0.9,-2.4,.,1.2,-2.1,-1.0
O=C(Nc1ccc(Br)cc1F)c1ccncc1,0.5,2.5,5.2,-0.2,-6.8,-0.1,0.7,-0.8,6.5,-1.4,-1.3
COc1ccc(S(=O)(=O)N2CCN(CC(=O)Nc3c(C)n[nH]c3C)CC2)cc1OC,-2.4,0.0,-2.0,-0.4,0.6,0.6,-2.8,1.3,0.5,0.1,-0.8
COC(=O)[C@@]12C[C@@H](CC(=O)NCc3cccc4ccccc34)C(=O)N(CCc3ccc(OC)c(OC)c3)C1=CCC(C)(C)C2,.,-22.5,0.7,-0.8,-3.2,0.5,-7.5,.,-10.2,-0.1,-1.0
CCC1(CC)NC(=O)N(CC(=O)N2N=C(c3ccc(Cl)cc3)CC2c2ccco2)C1=O (stereo unspecified),3.3,-19.9,1.5,-0.2,-10.4,0.7,1.1,0.1,-2.1,-0.8,-1.2
Cc1ccc(C(=O)N2CCN(C(=O)N3CCOCC3)CC2)cc1,1.1,9.9,-1.1,0.4,7.4,0.4,-4.3,0.4,0.8,1.5,-0.9
N#C/C(=C\c1cn(Cc2ccc(F)cc2)c2ccccc12)C(=O)NCc1ccco1,-0.3,-8.9,-3.3,0.1,-10.1,-5.5,-3.4,-0.2,-21.6,0.0,-1.4
CCOC(=O)CCc1c(C)nc2c(c(C)nn2-c2ccc(C)cc2)c1C,0.4,4.0,0.8,0.0,-5.6,0.7,2.1,0.9,-4.5,2.9,-0.2
CC(NS(=O)(=O)c1ccccc1)C(=O)NCc1ccco1 (stereo unspecified),1.4,-2.2,-0.4,1.0,-3.5,0.0,-0.9,0.6,-0.2,0.1,-1.9
Fc1cccc(-c2csc(-c3ccno3)n2)c1,-1.6,6.7,1.7,-0.6,-0.8,-0.2,-3.1,0.4,3.1,-0.9,-1.6
O=S(=O)(c1cccc2nonc12)N1CCN(c2ccccc2F)CC1,1.8,-2.6,-2.3,-0.4,2.5,0.3,-1.9,-1.4,-5.9,-0.7,-0.7
O=C(Nc1cccc(-c2cn3c(n2)SCC3)c1)c1ccc(Br)o1,-0.3,-4.0,-0.8,-0.5,-3.7,0.8,1.5,0.5,-1.7,-1.4,-1.8
Cc1ccc(O)c(C(=O)c2cnn(C(=O)c3cccc(S(=O)(=O)N(C)C)c3)c2)c1,-3.0,-5.2,5.8,0.3,-1.6,0.2,0.0,-1.2,-4.4,0.3,-0.8
CC(=O)Nc1ccc(C(=O)OCC(=O)NCc2cccs2)cc1,2.0,10.6,-3.2,1.0,68.0*,0.2,-2.7,0.6,-0.6,-0.5,-1.0

# Random draw from the library; about 6.7% have a hit in one of these screens.
